Source: PubChem (several laboratories)
PMI act hi M6P = increases human PMI activity with near-saturating mannose 6-phosphate. actives 0.34% (n = 190,000). activation factor at 20 µM. AID 1216. coupled PMI enzyme assay, resazurin fluorescence, 20 min; hits give high values; 1 = untreated enzyme, 0 = substrate-free blank;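 active = activation factor of 2 or more at 20 µM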
Target sequence (P34949 whole entry, looked up): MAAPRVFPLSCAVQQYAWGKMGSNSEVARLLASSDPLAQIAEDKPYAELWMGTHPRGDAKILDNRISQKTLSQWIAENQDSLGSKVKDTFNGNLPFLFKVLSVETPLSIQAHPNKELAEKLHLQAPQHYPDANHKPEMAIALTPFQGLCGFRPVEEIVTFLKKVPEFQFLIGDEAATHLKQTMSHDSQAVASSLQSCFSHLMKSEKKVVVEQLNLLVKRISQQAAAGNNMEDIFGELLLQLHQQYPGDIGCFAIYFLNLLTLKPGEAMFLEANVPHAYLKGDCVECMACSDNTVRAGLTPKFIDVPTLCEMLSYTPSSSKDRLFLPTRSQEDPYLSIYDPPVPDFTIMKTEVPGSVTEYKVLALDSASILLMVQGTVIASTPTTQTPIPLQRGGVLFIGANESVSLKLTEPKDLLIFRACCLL
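Material: human phosphomannose isomerase with PGI, G6PDH, diaphorase coupling enzymes; amount: PMI at 15 ng/mL final; also added: Mannose-6-phosphate 1.0 mM (near-saturating) plus 0.22 mM NADP+; incubation: enzyme reaction with compound 20 min at room temperature; signal: resorufin fluorescence (Ex 544/Em 590 nm) from resazurin via diaphorase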
ROMK primary = modulators of human ROMK potassium channel; Tet-inducible ROMK, thallium flux fluorescence; actives lie on both sides; actives 2% (n = 130,000); B-score at 10 µM;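 active = signal ratio slope over the read window, or its plate-corrected B-score, at least 3 SD from the plate mean, either direction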;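 also: B-score of the F/F0 ratio slope over 7 to 12 s after thallium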
PPARg SRC3 recr = PPARgamma-driven SRC-3 recruitment agonism. biochemical PPARgamma/SRC-3 coactivator recruitment assay. P37231. activation, % at 8 µM. AID 731. actives 0.26% (n = 200,000); in the data active = activation above about 23%;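 also: 0% = DMSO and 100% = reference agonist; some compounds past the cut are filed as inactive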
S1P3 antag = antagonists of human S1P3 receptor. CHO S1P3 NFAT-BLA reporter, FRET fluorescence, antagonist mode. inhibition, % at 4.98 µM. actives 0.27% (n = 170,000). Q99500;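 active = inhibition above the plate cutoff, the mean inhibition of test wells on that plate plus 3 SD, cut at about 28% in these data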;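 also: cells challenged with S1P at its EC80 of 0.8 µM; blue over green emission ratio from cleaved BLA substrate after 4 h stimulation; 0% = S1P-stimulated wells and 100% = unstimulated DMSO-only wells; some compounds past the cut are filed as inactive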
Target sequence (Q99500 whole entry, looked up): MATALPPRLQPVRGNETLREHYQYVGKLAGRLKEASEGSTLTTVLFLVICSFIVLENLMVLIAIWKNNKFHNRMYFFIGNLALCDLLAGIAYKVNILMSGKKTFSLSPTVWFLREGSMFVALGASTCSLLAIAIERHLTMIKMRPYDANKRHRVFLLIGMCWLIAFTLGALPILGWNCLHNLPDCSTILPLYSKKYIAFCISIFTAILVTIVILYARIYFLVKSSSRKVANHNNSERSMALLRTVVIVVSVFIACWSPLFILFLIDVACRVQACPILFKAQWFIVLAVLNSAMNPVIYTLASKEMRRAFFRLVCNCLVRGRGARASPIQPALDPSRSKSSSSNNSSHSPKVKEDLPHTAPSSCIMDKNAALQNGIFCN
G6PDH CS = L. mesenteroides G6PDH inhibition counter-screen; Purified L. mesenteroides G6PDH, diaphorase/resazurin coupled fluorescence, 45 min; inhibition, % at 5 µM; AID 1020; actives 0.12% (n = 200,000); in the data active = inhibition above about 50%
TR-FRET SRC-2 ct = TR-FRET artefact, counter-screen to PPARgamma/SRC-2 agonist assay; TR-FRET ratio at 8 µM; AID 1049; hits give high values; actives 0.4% (n = 200,000); in the data active = TR-FRET ratio above about 2000; also: inactives centre near 1500
PPARg SRC2 recr = promotes SRC-2 coactivator recruitment by human PPARgamma | PPARgamma LBD-SRC-2 recruitment, biochemical | actives 0.34% (n = 200,000) | activation, % at 8 µM; in the data active = activation above about 22%;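 also: 0% = vehicle and 100% = reference agonist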
Diaph inh CS = counter-screen for diaphorase-based assays: diaphorase inhibitors and chemical oxidizers | diaphorase resazurin-to-resorufin fluorescence, NADH, 16 min; bacterial (C. kluyveri) enzyme, not human | inhibition, % at 20 µM | actives 0.69% (n = 190,000) | AID 1217;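 active = primary screen inhibition at 20 µM above a set limit, cut at about 50% in these data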;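 also: plate controls were DMSO with full reaction for no effect and wells lacking NADH for full effect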
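Test system: diaphorase enzyme from Clostridium kluyveri; amount: diaphorase at 0.14 U/mL in enzyme working solution; detection: fluorescence of resorufin formed from resazurin, Ex 544/Em 590 nm; times: reaction incubation of 16 min at room temperature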
PMI activator = activators of human phosphomannose isomerase; purified human PMI, coupled resazurin fluorescence, 20 min; hits give high values; 1 = vehicle control, 0 substrate-free wells; activation factor at 20 µM; actives 0.005% (n = 190,000); AID 1214;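 active = activation factor of 2 or more at 20 µM, relative to plate controls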
PPARg SRC1 recr = promotes SRC-1 coactivator recruitment by human PPARgamma; P37231; PPARgamma-SRC-1 coactivator recruitment biochemical assay; activation, % at 8 µM; actives 0.41% (n = 200,000); AID 631; in the data active = activation above about 19%;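 also: 0% = DMSO and 100% = reference agonist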
Diaph act CS = diaphorase activation or chemical reduction counter-screen | AID 1229 | activation factor at 20 µM | Diaphorase/resazurin coupled assay, resorufin fluorescence, 16 min; hits give high values; 1 = vehicle wells, 0 = NADH-free wells | actives 0.005% (n = 190,000);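 active = diaphorase activity raised at least twofold by the compound at 20 µM; inactive = activation factor below 2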
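Material: purified diaphorase enzyme from Clostridium kluyveri; Also added: 0.114 mM NADH and 0.1 mM resazurin, final amounts; Doses: single compound dose of 20 µM, 1% DMSO final; Times: 16 min enzyme reaction, ambient temperature; Detection: resorufin fluorescence, excitation 544 nm, emission 590 nm; Measure: increased resorufin signal from activators or reducing compounds.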
Active calls of the source: *; / = not tested or not shown.

item	SMILES	PPARg SRC2 recr	Diaph act CS	PMI act hi M6P	TR-FRET SRC-2 ct	ROMK primary	PPARg SRC1 recr	PPARg SRC3 recr	G6PDH CS	PMI activator	S1P3 antag	Diaph inh CS
1	Cc1cc(C)nc(NC(=O)c2cc(-c3ccc(C)s3)nc3ccccc23)c1	5	0.9	0.9	1841	1	7	3	-3	0.9	5	11
2	CS(=O)(=O)N1CCC(C(=O)NCc2ccco2)CC1	7	1	1.1	1640	/	5	7	1	1	-18	-3
3	N#Cc1ccc(Oc2ccc(C(N)=O)cc2)cc1C#N	-1	0.9	1	1445	0.56	-6	-1	-2	1	/	5
4	Cc1cc(=O)oc2cc(OCC(=O)OC(C)C(=O)NC3CCCC3)ccc12 (centres undefined)	4	1	1	1744	0.07	13	1	-3	1.1	12	4
5	Cc1ccccc1OCC(=O)OCC(=O)c1ccc(OCc2ccccc2)cc1	4	0.9	1	1706	/	-3	4	-3	0.9	-11	5
6	CCn1c(C)nc2cc(C(=O)NNS(=O)(=O)c3c(C)c(C)cc(C)c3C)ccc21	9	0.9	1.1	1580	/	6	18	0	1.1	/	12
7	O=C(c1cc2ccccc2oc1=O)N(Cc1ccc2c(c1)OCO2)Cc1ccco1	1	0.9	1	1438	/	0	-6	1	1	-2	14
8	CCc1nc(N)nc2c1C(=O)CC(C)(C)C2	3	0.9	1	1604	0.44	7	19	1	1.1	-67	10
9	COc1ccc(C(=O)N[C@H](C(=O)Nc2nc3c(s2)CCCC3)C(C)C)cc1	2	0.9	0.9	1601	0.12	0	1	13	0.9	5	11
10	CCOC(=O)/C=C/C(=O)OCC(=O)Nc1ccc(OC)c(Cl)c1	7	0.9	1	1522	/	-4	4	10	0.9	-17	6
11	O=C(Cn1nc(C(F)(F)F)c2c1CCCC2)NCCN1CCOCC1	-4	0.8	0.8	1447	-0.013	-3	-14	0	0.9	-22	22
12	COc1cccc(-c2cc(C(=O)N/N=C/c3ccc(OC)c(COC(C)=O)c3)c3ccccc3n2)c1	-1	0.9	0.9	1492	/	3	6	4	0.9	/	14
13	Oc1ccc(C[C@H]2CNC(=S)N2CCc2cc(C(F)(F)F)cc(C(F)(F)F)c2)cc1	5	0.8	0.9	1590	/	3	0	2	0.8	0	25
14	CC(=O)Nc1cccc(C(=O)Nc2nc(C)cs2)c1	7	1.1	1.1	1549	0.068	0	0	-2	1.1	-16	-6
15	Cc1[nH][nH]c(=O)c1C(c1ccc(-c2ccc(Cl)c(C(=O)O)c2)o1)c1c(C)[nH][nH]c1=O	-2	0.5	1	1710	1.2	9	-1	33	1	-8	48
16	COc1cc(NC(=O)CSc2nncn2C)cc(OC)c1OC	7	1	1	1547	0.019	-2	5	5	0.9	-12	1
17	Cc1cc(C)cc(NC(=O)NCc2nnc(SCc3ccccc3)n2C)c1	6	0.8	0.9	1633	-0.06	7	7	4	0.9	-14	18
18	CCN(CC)Cc1csc2ccc(Br)cc12	0	1	1.1	1354	/	5	-6	0	1	/	2
19	CN1CCN(c2c(F)cc3c(=O)c(C(=O)O)cn(CCF)c3c2F)CC1	-4	0.8	0.9	1457	/	-5	2	14	0.9	-5	21
20	N#CC1=C(N)SC(N)=C(C#N)C1c1ccc([N+](=O)[O-])cc1	6	0.7	0.6	1484	1	-4	-6	-18	0.8	3	28
21	CNC(=S)Nc1ccc(C)c(NC(=S)NC)c1	7	0.9	1.2	1596	1	6	6	3	1.4	-11	9
22	COc1ccc(COc2cc(-c3cccc(OC)c3)nc3ccc(NC(=O)c4ccc(OC)cc4)cc23)cc1	9	0.9	0.9	1544	1.1	3	5	13	1	18	14
23	CCOC(=O)C(CCOc1cccc(CC)c1)C(=O)OCC	-7	0.8	1	1536	/	-1	-5	7	1	-55	17
24	CC1CCC2C(=O)N(c3ccc(S(=O)(=O)c4ccccc4)cc3)C(=O)C2C1 (centres undefined)	6	0.8	0.8	1734	-1	10	8	8	0.9	9	20
25	O=Cc1ccc(Oc2ncccn2)cc1	-1	1	1	1564	-0.35	2	2	7	1.1	1	0
26	CCOc1ccc(NC(=O)NC(C)CC)cc1 (centres undefined)	-7	1	1	1556	-0.037	-6	2	15	1	-15	-2
27	Cc1ccc2cc3cc(C(=O)N4CCN(Cc5ccccc5)CC4)sc3nc2c1	0	0.9	1	1375	0.78	-6	-5	11	1	/	8
28	Cc1cc(C)c(NC(=O)CN)c(C)c1	1	0.9	1	1457	-0.093	6	0	7	1	-6	6
29	Cc1cc(NC(=O)c2cccs2)n(-c2nc3ccccc3[nH]2)n1	2	1.1	1	1657	0.72	3	1	26	1	16	-13
30	COc1cccc(O)c1CN1CCCC(C(=O)c2cccc(C(F)(F)F)c2)C1 (centres undefined)	8	0.9	0.9	1633	-1.4	9	-2	9	0.9	6	9
31	CC(C)(C)S(=O)(=O)/C(C#N)=N/Nc1ccc(Cl)cc1	6	0.9	1	1593	0.87	7	0	8	1	-13	5
32	Cc1ccsc1/C=N/n1c(COc2ccccc2)n[nH]c1=S	10	0.6	0.9	1628	/	-5	2	-24	0.8	10	36
33	CCOC(=O)c1c(N)sc2c1CCC1C(=O)N(C3CCCCC3)C(=O)C21 (centres undefined)	14	0.8	0.8	1608	0.35	3	6	-22	0.6	/	20
34	COc1ccccc1C(=O)NCC(=O)NC1CCCc2ccccc21 (centres undefined)	6	1	0.9	1508	0.00031	8	8	4	0.9	4	3
35	Cc1nnc2c(NC3CCCC3)nc3ccccc3n12	10	1.1	1.1	1396	-0.089	6	10	4	1.1	5	-7
36	C=CCn1c(SCC(=O)c2ccccc2)nnc1-c1cc2ccccc2o1	1	0.8	0.9	1438	/	5	3	4	0.9	-5	24
37	COc1ccccc1C(=O)N=Nc1c(O)[nH]c2ccc([N+](=O)[O-])cc12	-8	1	0.8	1545	0.041	-10	-1	0	1.1	-4	1
38	CCOC(=O)C1CCCN(CCC(=O)Nc2cccc(C)c2)C1 (centres undefined)	-3	0.9	0.9	1576	/	1	0	0	0.9	-13	7
39	CC(C)(C)n1nc2c(c1NC(=O)Cc1cccc3ccccc13)CS(=O)(=O)C2	1	0.9	0.9	1583	-1.6	-3	1	3	1.1	-17	6
40	CCCCCCCCOC(=O)c1ccc(N)cc1	-2	0.8	0.9	1411	0.3	4	7	12	0.9	/	22
41	Cc1cccc(NC(=S)NC(=O)/C=C/c2ccco2)n1	9	0.8	0.9	1552	1	1	5	-3	1	/	21
42	O=C(Nc1nccs1)C1C2/C=C\CCCCC21 (centres undefined)	15	1	1.1	1653	-0.58	7	0	12	1	13	2
43	O=C(NCc1cccs1)c1cnn2cccnc12	-1	0.9	1	1687	/	5	7	9	1	4	5
44	CCC(=O)Nc1ccc2c(c1)ncn2-c1ccc(OC)cc1	-4	0.9	0.8	1512	/	-8	-2	10	0.8	/	10
45	COc1ccc(C(=O)Nn2c(C)nnc2-n2nc(C)cc2C)cc1OC	-2	0.9	1	1570	/	0	-1	-1	1	/	12

Record cards, as listed above. Order of values: PPARg SRC2 recr	Diaph act CS	PMI act hi M6P	TR-FRET SRC-2 ct	ROMK primary	PPARg SRC1 recr	PPARg SRC3 recr	G6PDH CS	PMI activator	S1P3 antag	Diaph inh CS
`CCCCCCCCOC(=O)c1ccc(N)cc1` is listed with -2	0.8	0.9	1411	0.3	4	7	12	0.9	/	22
`COc1ccccc1C(=O)N=Nc1c(O)[nH]c2ccc([N+](=O)[O-])cc12` is listed with -8	1	0.8	1545	0.041	-10	-1	0	1.1	-4	1

The main list resumes with the 3 entries that preceded the break.
item	SMILES	PPARg SRC2 recr	Diaph act CS	PMI act hi M6P	TR-FRET SRC-2 ct	ROMK primary	PPARg SRC1 recr	PPARg SRC3 recr	G6PDH CS	PMI activator	S1P3 antag	Diaph inh CS
43	O=C(NCc1cccs1)c1cnn2cccnc12	-1	0.9	1	1687	/	5	7	9	1	4	5
44	CCC(=O)Nc1ccc2c(c1)ncn2-c1ccc(OC)cc1	-4	0.9	0.8	1512	/	-8	-2	10	0.8	/	10
45	COc1ccc(C(=O)Nn2c(C)nnc2-n2nc(C)cc2C)cc1OC	-2	0.9	1	1570	/	0	-1	-1	1	/	12
46	OCC1(CO)COC2(CCCC2)N1	3	1	1	1670	1.7	1	5	9	1	-11	2
47	Nc1sc2c(c1C(=O)c1ccccc1)CCCC2	5	0.8	0.7	1711	0.23	13	15	4	0.9	/	21
48	CCOC(=O)CSc1nc(C)c2cc(C)c(C)cc2n1	3	0.9	1	1382	-0.3	1	5	11	0.9	-4	10
49	O=C(NCCNc1ccc([N+](=O)[O-])cc1)c1cccc(Br)c1	13	1	0.9	1639	-0.32	3	4	3	1	1	-2
50	CCCc1nc2c(=O)n(C)c(=O)[nH]c2n1CCC	1	0.9	1.1	1399	-0.28	-3	5	4	1	/	6
51	O=C(NCCc1cccc(F)c1)[C@@H]1CSC2c3ccccc3C(=O)N21 (some centres undefined)	-6	0.8	1	1339	/	0	2	-4	0.9	-25	17
52	O=C(NCCc1csc(-c2ccccc2)n1)c1c(F)cccc1Cl	-2	0.8	1	1443	-0.68	3	-1	-2	1	-2	18
53	O=C(CN1CCN(c2cccc(Cl)n2)CC1)N1CC(O)CO1 (centres undefined)	-5	0.9	1	1611	0.00096	-10	0	16	1	-27	7
54	Cc1cc(C)cc(N(CC(=O)O)S(=O)(=O)c2c(C)[nH]c(=O)[nH]c2=O)c1	11	0.9	1.1	1390	1.8	-2	-5	4	1.1	11	12
55	OC1(c2cccc(C(F)(F)F)c2)CCN(Cc2nnnn2CCc2ccccc2)CC1	9	0.8	0.9	1525	-2.5	-1	5	4	0.9	/	20
56	Cc1nc(SC2CC(=O)N(c3ccccc3)C2=O)n[nH]1 (centres undefined)	-6	1	1.5	1389	0.67	-13	1	15	1.1	-16	-4
57	CS(=O)(=O)N(CC(=O)N1CCCCC1)C1CCCCC1	4	0.9	1	1555	0.54	8	7	0	1	-10	12
58	O=S(=O)(NN1CCOCC1)c1ccc(Cl)s1	0	1	1	1542	-0.43	11	3	-2	1	-16	3
59	Cc1ccc2nc(SCC(=O)N/N=C/c3ccco3)cc(C)c2c1	13	0.8	0.9	1521	-0.22	12	-2	4	0.9	12	24
60	O=C(CCCSc1nc2ccccc2c(=O)[nH]1)c1ccccc1	4	0.9	1	1700	0.3	3	2	-9	1	-1	8
61	CCOc1ccc(N(CC)C(=O)CCNC(=O)Cn2ccc3ccccc3c2=O)cc1	-6	0.9	1.1	1338	-0.33	0	-1	6	1.1	/	13
62	O=C(c1ccc2ccccc2c1)C1CCCN(C(=O)c2noc3c2CCCC3)C1 (centres undefined)	6	1	1	1623	-1.4	4	8	8	1	-34	-5
